# Screening data as filed in PubChem BioAssay.
# TMEM16A act – TMEM16A chloride channel activators or potentiators, primary screen, cell-based, HTS; HEK293 TMEM16A/YFP-H148Q/I152L, iodide quench fluorescence; active compounds read low; B-score at 10 µM; 340,000 compounds, 0.3% hits; AID 623877, 2012;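 active = fluorescence-ratio B-score plate-corrected deviation score at least 3 library SD below zero, with starting fluorescence score within 5 deviations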;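 note: channel opened by trigger with iodide after compound preincubation; score built on the fluorescence ratio of max minus min over baseline; more negative score means more quench and so TMEM16A activation or potentiation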
# Target sequence (Q8BHY3 whole entry, looked up): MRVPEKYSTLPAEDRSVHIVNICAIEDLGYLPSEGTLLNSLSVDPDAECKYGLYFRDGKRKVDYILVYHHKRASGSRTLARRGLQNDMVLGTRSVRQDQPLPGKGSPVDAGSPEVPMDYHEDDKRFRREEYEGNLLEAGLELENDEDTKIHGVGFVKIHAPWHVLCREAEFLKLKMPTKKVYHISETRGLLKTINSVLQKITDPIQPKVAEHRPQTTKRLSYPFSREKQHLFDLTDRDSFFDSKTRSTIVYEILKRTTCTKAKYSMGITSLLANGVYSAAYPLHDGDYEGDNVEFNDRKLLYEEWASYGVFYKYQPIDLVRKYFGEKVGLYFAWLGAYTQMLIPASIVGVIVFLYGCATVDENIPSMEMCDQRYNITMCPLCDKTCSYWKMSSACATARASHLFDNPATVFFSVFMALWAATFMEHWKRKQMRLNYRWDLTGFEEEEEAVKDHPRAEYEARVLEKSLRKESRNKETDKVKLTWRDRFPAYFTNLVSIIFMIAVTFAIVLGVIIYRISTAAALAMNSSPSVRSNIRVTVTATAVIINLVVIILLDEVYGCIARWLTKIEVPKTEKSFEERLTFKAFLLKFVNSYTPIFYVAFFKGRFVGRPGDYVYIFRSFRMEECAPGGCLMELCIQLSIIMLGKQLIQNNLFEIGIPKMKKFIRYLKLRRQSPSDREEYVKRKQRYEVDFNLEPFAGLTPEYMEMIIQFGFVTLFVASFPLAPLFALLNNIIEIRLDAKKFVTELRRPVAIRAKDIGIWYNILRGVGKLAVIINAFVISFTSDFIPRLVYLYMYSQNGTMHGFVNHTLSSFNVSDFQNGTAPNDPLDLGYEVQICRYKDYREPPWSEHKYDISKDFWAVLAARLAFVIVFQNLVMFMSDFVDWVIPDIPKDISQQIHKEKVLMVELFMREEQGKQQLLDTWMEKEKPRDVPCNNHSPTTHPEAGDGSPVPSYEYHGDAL
# ANO1 block – TMEM16A chloride channel inhibitors, primary screen, cell-based, HTS | normalized B-score (activity score, 25-100; higher = stronger inhibition) at 10 µM | 310,000 compounds, 1.2% hits | AID 588511, 2011 | Anoctamin-1 (Mus musculus), Q8BHY3 | HEK293 TMEM16A/YFP iodide influx fluorescence, ionomycin;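 active = ratio plate-corrected score three or more library SD toward inhibition, starting fluorescence score within five deviations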;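 note: score derived from kinetic fluorescence span divided by baseline fluorescence per well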
# RGS4 inh – RGS4 inhibitors, primary screen, cell-based, HEK293 M3R inducible RGS4, calcium flux; Regulator of G-protein signaling 4 (Homo sapiens), P49798; Fluo-4 calcium flux; active compounds read high; triggered by carbachol at its EC20; B-score at 10 µM; 310,000 compounds, 0.45% hits; AID 463165, 2010;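 active = B-score, a plate-corrected calcium signal, over three deviations above library mean, with baseline fluorescence within five deviations of library mean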;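 note: RGS4 expression induced by doxycycline in cells with stable M3 receptor; B-score is computed from the integrated fluorescence ratio over baseline after carbachol; higher B-score means a larger calcium signal and so more RGS4 inhibition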
# KCNQ1 pot – potentiators or activators of KCNQ1 channel, primary screen, cell-based, thallium flux, high-throughput; CHO-K1 KCNQ1, thallium flux FluxOR fluorescence; active compounds read high; Potassium voltage-gated channel subfamily KQT member 1 (Homo sapiens), P51787; 310,000 compounds, 0.35% hits; B-score at 10 µM;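 active = fluorescence ratio B-score, a plate-corrected score, at least three library SD, with initial intensity B-score within 5 SD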
#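 Assay system: CHO-K1 cells stably expressing KCNQ1. Medium: assay buffer for compound exposure, DMSO matched across wells. Timing: 37 °C overnight plating, 90-min dark dye load, 20-min compound pretreatment. Signal: kinetic FluxOR fluorescence, 10 s baseline plus 110 s post-stimulus.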
# hERG rescue – hERG rescue from dofetilide block, primary screen, cell-based, CHO-hERG, FluxOR thallium flux, dofetilide IC70. Voltage-gated inwardly rectifying potassium channel KCNH2 (Homo sapiens), Q12809. dofetilide IC70 present. activation (rescue from dofetilide block), less the hit threshold, % at 10 µM. 310,000 compounds, 0.51% hits. AID 1511, 2009;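 active = activation above the mean of controls blocked by dofetilide plus 5 SD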;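 note: thallium influx through hERG after potassium depolarization seen as dye fluorescence rise; in these data hits start at about 4.7%; inactives centre near -7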
# KCNQ1 inh – inhibitors of human KCNQ1 channel, primary screen, cell-based, thallium flux, high-throughput. Potassium voltage-gated channel subfamily KQT member 1 (Homo sapiens), P51787. CHO-K1 KCNQ1, FluxOR thallium flux fluorescence; active compounds read high. B-score at 10 µM. 310,000 compounds, 1.3% hits;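 active = compounds whose thallium flux B-score, printed positive for inhibition, exceeds three library SD while starting fluorescence stays within three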;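 note: channel opened by potassium depolarization with thallium stimulus after 20 min compound exposure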
# KCNK3 inh – human KCNK3 channel inhibitors, primary screen, CHO cells, FluxOR thallium flux, B-score. FluxOR fluorescence; active compounds read low. Potassium channel subfamily K member 3 (Homo sapiens), O14649. 340,000 compounds, 0.84% hits. B-score at 10 µM;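 active = B-score under library mean minus 4 SD, starting fluorescence ratio at most library mean plus 5 SD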;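 note: more negative B-score means stronger inhibition of thallium flux through KCNK3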
# SKKanGAS inh – S. pyogenes SKKanGAS growth inhibitors in kanamycin, primary screen, streptokinase expression inhibitor project, SKKanGAS strain, BacTiter-Glo luminescence; 6 h; 300,000 compounds, 1.3% hits; AID 1662, 2009; inhibition, % at 7.5 µM;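 active = mean replicate score, as percent of positive control median, at least 50; inconclusive = mean below 50 but one replicate at or above 50; inactive = mean and every replicate below 50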;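 note: strain carries kanamycin resistance gene driven by streptokinase promoter and grows in 40 µg/ml kanamycin; loss of luminescence reflects streptokinase promoter inhibition or plain growth inhibition; 0% = median of DMSO wells and 100% = positive control at its reference dose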
# HDAC3 inhib – HDAC3 deacetylase inhibitors, primary screen, biochemical, fluorescence, cell-free homogeneous; Histone deacetylase 3 (Homo sapiens), O15379; inhibition, % at 8.3 µM; 320,000 compounds, 0.15% hits; recombinant HDAC3, fluorogenic peptide/trypsin coupled; in the data active = inhibition above about 26%, passing the limit was not always enough; inconclusive = no clear call, values can overlap the other calls
# RGS4 pot – RGS4 potentiators or activators, primary screen, cell-based, HEK293 M3R inducible RGS4, calcium flux; B-score at 10 µM; AID 463111, 2010; 310,000 compounds, 0.92% hits; carbachol calcium flux Fluo4; active compounds read low;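 active = B-score of the integrated calcium signal more than 4 SD below the library mean, with starting fluorescence not abnormally high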;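 note: negative B-score means reduced calcium response which marks RGS4 activation or potentiation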
#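 Material: Inducible-RGS4 HEK293 cells carrying M3 receptor; also added: carbachol at ECmax as muscarinic agonist stimulus; incubation: compound preincubation 20 min at room temperature before agonist; signal: Fluo4-AM (2 µM) calcium-flux fluorescence, kinetic read; measure: integrated calcium ratio converted to B score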
# KCNK9 block – KCNK9 potassium channel inhibitors, primary screen, HEK293 cells, thallium flux | 310,000 compounds, 1.2% hits | B-score at 10 µM | FluxOR thallium flux fluorescence; active compounds read low | AID 488922, 2010;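 active = ratio B-score over 3 SD below the library mean, with starting fluorescence within 5 SD of its mean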;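 note: negative B-score means less thallium flux so channel inhibition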
# Starred values were filed as active, the others as inactive; i = inactive; ? = inconclusive; . = not tested or not shown.
SMILES,TMEM16A act,ANO1 block,RGS4 inh,KCNQ1 pot,hERG rescue,KCNQ1 inh,KCNK3 inh,SKKanGAS inh,HDAC3 inhib,RGS4 pot,KCNK9 block
Cc1occc1C(=O)N1CCCC(Nc2ccc(F)cc2)C1 (stereo not drawn),i,i,i,i,-13,i,i,-4,-7,i,i
O=C(CC1SC(=NC2CCCCC2)NC1=O)Nc1ccccc1 (stereo not drawn),i,i,i,i,-4,i,i,-1,-1,i,i
Cc1nc(C)c(-c2ccc(SCc3ccccc3C)nn2)s1,i,i,i,i,-6,i,i,3,?,i,-7.9*
Cc1cccc(-n2c(C)cc(/C=C3/C(=N)N4C(c5ccccc5)=CSC4=NC3=O)c2C)c1,i,i,i,i,-8,i,i,7,0,i,i
CCOC(=O)CSc1nnc(-c2c[nH]c3ccccc23)o1,i,i,i,i,-7,i,i,2,1,i,i
CC(Sc1ccccc1)C(=O)NCCc1ccccc1 (stereo not drawn),i,i,i,i,-6,i,i,2,-8,i,i
O=C(O)CSc1nnc(-c2ccc(S(=O)(=O)N3CCCC3)cc2)n1Cc1ccco1,i,i,i,i,-5,i,i,.,-2,i,i
CCOc1ccc(NC2c3ccccc3C(=O)N2Cc2ccc3c(c2)OCO3)cc1 (stereo not drawn),i,i,i,i,-11,i,i,0,9,i,i
COc1ccc2cnnc(SCC(=O)Nc3ccc(C(=O)O)cc3)c2c1OC,i,i,i,i,-4,i,i,3,3,i,i
C#CCOCCOCCOCCNc1nc(N2CCN(C(=O)Cn3cc(CC(C)O)nn3)CC2)nc(N2CCN(C(=O)[C@H](C)n3cc(CCCN=C(N)N)nn3)CC2)n1 (stereo partly drawn),.,i,i,i,-9,i,.,-2,5,i,i
COc1cc(OC)c(NC(=O)N2CCOCC2)cc1Cl,i,i,i,i,-9,i,i,-4,7,i,i
CC(=Nc1ccc(Br)cc1)c1sc2ccccc2c1O,i,i,i,i,-8,i,-11*,17,-1,i,i
O=C(NCc1ccco1)C1CCCN(S(=O)(=O)c2cccc3nonc23)C1 (stereo not drawn),.,i,i,i,-5,i,.,1,1,i,i
O=C(COc1ccc2c3c(c(=O)oc2c1)CCCC3)N1CCN(c2ccc(F)cc2)CC1,i,i,i,i,-3,i,i,15,-1,i,i
COc1ccc(CC(=O)NCc2ccccn2)cc1OC,i,i,i,i,-5,i,i,-1,-8,i,i
O=C(NCC(c1cccnc1)N1CCN(c2ccccc2)CC1)OCc1ccccc1 (stereo not drawn),i,i,i,i,-10,i,i,-15,8,i,i
O=C(Nc1cc(-c2nc3ncccc3o2)ccc1Cl)c1ccc([N+](=O)[O-])o1,i,i,i,i,-7,i,i,15,0,i,i
CCOc1cccc(OCCCCN2CCOCC2)c1,i,i,i,i,-5,i,i,-1,-11,i,i
O=C(Nc1nc(-c2cccs2)c(-c2ccccc2)s1)c1ccco1,i,i,14*,i,-16,i,i,52*,-4,i,-9*
Cc1ccc(C)c(Oc2cc(F)nc(N)n2)c1,i,i,i,i,-7,i,i,-1,2,i,i

# RGS4 inh, hit marks shown above
compound | TMEM16A act | RGS4 inh | KCNQ1 pot | KCNQ1 inh | KCNK3 inh | HDAC3 inhib | KCNK9 block
O=C(Nc1nc(-c2cccs2)c(-c2ccccc2)s1)c1ccco1 | i | 14* | i | i | i | -4 | -9*

# Next entries:
SMILES,TMEM16A act,ANO1 block,RGS4 inh,KCNQ1 pot,hERG rescue,KCNQ1 inh,KCNK3 inh,SKKanGAS inh,HDAC3 inhib,RGS4 pot,KCNK9 block
Cc1cc(N/C(=N\S(=O)(=O)c2ccc(Cl)cc2)c2ccc(F)cc2)no1,i,i,i,i,-9,i,i,3,-5,i,i
Cc1cc(C(=O)N2CCN(S(C)(=O)=O)CC2)sc1-c1ccccc1,i,i,i,i,-9,i,i,-12,-9,i,i
Cc1ccc(COc2ccc(C(=O)NN)cc2)cc1,i,i,i,i,-3,i,i,7,4,i,i
COc1c(Br)cc(Br)cc1/C=N/NC(=O)c1ccncc1,i,i,i,i,-20,i,i,2,-6,i,i
COC(=O)c1c(-c2ccccc2)csc1NC(=O)c1c(-c2ccccc2)noc1C,i,i,i,i,-15,i,i,4,.,i,i
CCOC(=O)C1CCN(C(=O)COc2ccc(S(=O)(=O)NC(C)C)cc2)CC1,i,i,i,i,2,i,i,-2,-1,i,i
Cc1ccc(-n2c(SCC(=O)OC(C)C)nnc2-c2ccco2)cc1,i,i,i,i,-10,i,i,9,0,i,i
CCOC(=O)C1=C(N)Oc2ccc3ccccc3c2C1c1ccc(O)c(OC)c1 (stereo not drawn),i,i,i,i,-10,i,i,11,6,i,i
COc1ccc(-c2nc(SCC(=O)Nc3nccs3)c(-c3ccc(Cl)cc3)[nH]2)cc1,i,i,i,i,-5,i,i,22,1,i,i
Cc1ccc(CNC(=O)CCc2nnc(Cc3ccc(-c4ccccc4)cc3)o2)o1,i,i,i,i,-1,i,i,5,3,i,i
Cn1c(=O)cc(N2CCOCC2)[nH]c1=O,i,i,i,i,-4,i,i,0,-7,i,i
COc1ccc(N2C(=O)C3CCCN3C2c2ccccc2Cl)cc1 (stereo not drawn),i,i,i,i,-16,i,i,0,0,i,i
O=C(N/N=C/c1ccc(N2CCOCC2)c([N+](=O)[O-])c1)c1ccc(F)cc1,i,i,i,i,-10,i,i,1,11,i,i
CCCNC(=O)C1CCN(S(=O)(=O)c2ccc3[nH]c(=O)ccc3c2)CC1,i,i,i,i,-7,i,i,1,-1,i,i
O=C(CSCc1ccc(Cl)cc1)Nc1ccc(-c2nnc(-c3ccccc3)o2)cc1,i,i,i,i,0,i,i,-2,-1,i,i
CC1CCN(S(=O)(=O)CCNC(=O)c2ccc3c(c2)OCO3)CC1,i,i,i,i,-10,i,i,0,-2,i,i
C=CCC(CC=C)(C(=O)O)c1ccccc1,i,i,i,i,-1,i,i,0,1,i,i
Cc1nc(=O)c(-c2ccccc2)c(C)n1-c1ccccc1,i,i,i,i,0,i,i,-4,-8,i,i
O=C(Nc1ccc(F)c(Cl)c1)c1nsc(Cl)c1Cl,i,i,i,i,-7,i,i,6,-3,i,i
Nc1c(NCc2ccccc2)c2ccccc2oc1=O,i,i,i,i,-14,i,i,5,1,i,i

# Complete entries, quoted from the list. Screens in order: TMEM16A act, ANO1 block, RGS4 inh, KCNQ1 pot, hERG rescue, KCNQ1 inh, KCNK3 inh, SKKanGAS inh, HDAC3 inhib, RGS4 pot, KCNK9 block
# Shown for C=CCC(CC=C)(C(=O)O)c1ccccc1 → i, i, i, i, -1, i, i, 0, 1, i, i
# Shown for O=C(N/N=C/c1ccc(N2CCOCC2)c([N+](=O)[O-])c1)c1ccc(F)cc1 → i, i, i, i, -10, i, i, 1, 11, i, i

# (further entries)
SMILES,TMEM16A act,ANO1 block,RGS4 inh,KCNQ1 pot,hERG rescue,KCNQ1 inh,KCNK3 inh,SKKanGAS inh,HDAC3 inhib,RGS4 pot,KCNK9 block
Cc1ccc(C2CC(c3cccs3)=NN2C(=O)c2ccco2)o1 (stereo not drawn),i,i,i,i,-10,i,i,4,3,i,i
O=C(COc1ccc(F)cc1)Nc1nnc(C2CCCCC2)s1,i,i,i,i,-5,i,i,-3,-3,i,i
COc1cc(OC)cc(C(=O)N[C@H](C(=O)Nc2nc3c(s2)CCCC3)C(C)C)c1,i,i,i,i,-2,i,i,19,2,i,i
CCOC(=O)COc1cccc2c(=O)n(CC(=O)N3CCCCC3)ccc12,i,i,i,i,-8,i,i,-4,-2,i,i
CCSc1ccc2nnc(-c3ccc(F)cc3)n2n1,i,i,i,i,-10,i,i,-1,5,i,i
COc1ccccc1CN1CC(C(=O)NCc2cc(C)on2)CCC1=O (stereo not drawn),i,i,i,i,-10,i,i,4,-4,i,i
CCOC(=O)N1CCC(NC(=O)CC2C(=O)NCCN2Cc2cccc(F)c2F)CC1 (stereo not drawn),i,i,i,i,-8,i,i,-5,-6,i,i
O=C(Nc1ccccc1Cl)C1CCN(Cc2cnn(-c3ccccc3)c2-n2cccc2)CC1,i,i,i,i,-5,i,i,7,-1,i,i
O=C(NCc1ccncc1)C(=O)N/N=C/c1ccccc1OCc1ccccc1,i,i,i,i,-21,i,i,15,-2,i,i
Cc1ccc(CNC(=O)CCSCc2ccccc2F)cc1,i,i,i,i,-7,i,i,-9,0,i,i
Cc1cccc(CSc2ccc(-c3cccs3)nn2)c1,i,i,i,i,-12,7*,i,4,7,i,i
Cc1[nH]n(C(N)=S)c(=O)c1N=Nc1ccc(Cl)cc1Cl,i,i,i,i,-10,i,i,39,-2,i,i

# 5 entries from above, tab-delimited.
canonical_smiles	TMEM16A act	ANO1 block	RGS4 inh	KCNQ1 pot	hERG rescue	KCNQ1 inh	KCNK3 inh	SKKanGAS inh	HDAC3 inhib	RGS4 pot	KCNK9 block
Cc1ccc(C2CC(c3cccs3)=NN2C(=O)c2ccco2)o1 (stereo not drawn)	i	i	i	i	-10	i	i	4	3	i	i
O=C(COc1ccc(F)cc1)Nc1nnc(C2CCCCC2)s1	i	i	i	i	-5	i	i	-3	-3	i	i
Cc1[nH]n(C(N)=S)c(=O)c1N=Nc1ccc(Cl)cc1Cl	i	i	i	i	-10	i	i	39	-2	i	i
Cc1ccc(CNC(=O)CCSCc2ccccc2F)cc1	i	i	i	i	-7	i	i	-9	0	i	i
COc1ccccc1CN1CC(C(=O)NCc2cc(C)on2)CCC1=O (stereo not drawn)	i	i	i	i	-10	i	i	4	-4	i	i
